Bioassay records as filed in PubChem.
Vif-APOBEC3G blk: blocks the Vif interaction with human APOBEC3G | Q9HC16 | HeLa A3G-eYFP + Vif (tagged APOBEC3G with the HIV-1 protein that degrades it), YFP fluorescence, overnight | Potency, µM (doses to about 46.1 µM), inactives show at the highest dose activity, negative = active, hits mostly inhibitors | 410,000 compounds, 0.076% hits | AID 602310;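 also: % is scaled to controls: 0 for no effect and ±100 for the full control effect; nearly all actives have a fitted effect of over 60% in size; hits raise eYFP signal because A3G escapes Vif-driven loss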
Target sequence (Q9HC16 whole entry, looked up): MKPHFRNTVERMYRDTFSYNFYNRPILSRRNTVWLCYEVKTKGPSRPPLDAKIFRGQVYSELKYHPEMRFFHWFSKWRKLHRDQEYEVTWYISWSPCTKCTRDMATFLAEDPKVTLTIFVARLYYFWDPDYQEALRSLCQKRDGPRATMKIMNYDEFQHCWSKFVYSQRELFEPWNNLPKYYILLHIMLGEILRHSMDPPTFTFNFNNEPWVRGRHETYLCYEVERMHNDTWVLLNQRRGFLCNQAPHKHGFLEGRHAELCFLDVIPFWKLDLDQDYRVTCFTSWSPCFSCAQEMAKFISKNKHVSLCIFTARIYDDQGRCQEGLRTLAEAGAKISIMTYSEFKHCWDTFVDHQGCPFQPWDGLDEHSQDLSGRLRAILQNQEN
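Read-out is eYFP fluorescence (Ex 488/Em 500-530) from Vif-expressing HeLa A3G-eYFP cells; more signal means A3G escaped Vif-mediated degradation. Cells plated overnight, compound pinned in, incubated overnight at 37 deg C.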
ALOX12 inh: ALOX12 (human) lipoxygenase inhibition; P18054; purified 12hLO, xylenol orange hydroperoxide absorbance; Potency, µM (highest dose often 108 µM), without a hit: top-dose activity change, negative = inhibition, hits mostly inhibitors; 580,000 compounds, 1.1% hits; AID 1671190; also: % is scaled to controls: 0 for no effect and ±100 for the full control effect
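Purified human 12hLO (150 nM final) in 25 mM Hepes, 0.01% Triton X-100, pH 7.0 was preincubated 15 min at room temperature with compound. Then 40 uM arachidonic acid was added, 30 min. Hydroperoxide was read by Fe-XO absorbance ratio 573/405 nm.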
TrxR1 substrate: is turned over as a substrate by rat TrxR1 | O89049 | purified TrxR1 substrate turnover, NADPH consumption readout | Potency, µM (highest dose often 114 µM), without a hit: at the highest dose activity change, negative = substrate turnover | 390,000 compounds, 0.01% hits | AID 588456; also: % is scaled to controls: 0 for no effect and ±100 for the full control effect; nearly all actives have a fitted effect of over 50% in size
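Rat TrxR1, dispensed at 90 nM, was prereduced with 400 uM NADPH (final) for 5 min at ~22 deg C, then incubated with compound 15 min before 400 uM selenite. A first-read NADPH fluorescence drop versus no-compound background flagged substrates.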
rTrxR1 inhibitor: blocks rat thioredoxin reductase 1 | Potency, µM (doses to about 114 µM), for the others: top-dose activity change, negative = inhibition, hits mostly inhibitors | 390,000 compounds, 1% hits | O89049 | recombinant rTrxR1, NADPH fluorescence consumption, selenite substrate; also: % is scaled to controls: 0 for no effect and ±100 for the full control effect; nearly all actives have a fitted effect of over 65% in size
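Rat TrxR1 (90 nM in the dispensed reagent) was pre-reduced with 400 uM NADPH for 5 min at room temperature, then incubated with compound for 15 min. After 400 uM selenite was added, NADPH fluorescence (Ex 340/Em 450 nm) was followed for 8 min.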
RXFP1 ag: RXFP1 (human) receptor agonism | HEK293T-RXFP1 cAMP TR-FRET, 30 min; response scale: percent of porcine relaxin response, buffer zero | Potency, µM (highest dose often 57.5 µM), for inactives: at the highest dose activation, actives largely listed as activators | Q9HBX9 | 370,000 compounds, 0.3% hits | AID 2676; also: % is scaled to controls: 0 for no effect and ±100 for the full control effect; nearly all actives have a fitted effect of over 60% in size; many of its hits are not listed in these tables
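Agonist response is measured as cAMP accumulation in an RXFP1-transfected HEK293T line under PDE4 inhibition. Values are scaled between buffer-only and 29 nM porcine relaxin, and EC50s come from standard Hill equation fits.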
Vif-APOBEC3F blk: inhibitors of Vif-A3F interaction | HeLa A3F-eYFP + Vif (tagged APOBEC3F with the HIV-1 protein that degrades it), YFP fluorescence increase | Potency, µM (doses to about 46.1 µM), without a hit: at the top dose activity, negative = active | 390,000 compounds, 0.2% hits | AID 602313; also: % of control where 0% means no effect; nearly all actives have a fitted effect of over 65% in size
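HeLa cells stably expressing A3F-eYFP plus Vif, plated and incubated overnight at 37 deg C, then exposed to compounds overnight at 37 deg C. Blocked degradation read as raised yellow fluorescence (Ex 488/Em 500-530).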
IDH1 R132H inh: blocks human mutant IDH1 R132H enzyme; AID 602179; Potency, µM (series often up to 76.6 µM), for the others: top-dose activity change, negative = inhibition, hits mostly inhibitors; IDH1-R132H enzyme, NADPH consumption, diaphorase/resazurin fluorescence; O75874; 390,000 compounds, 0.093% hits; also: % is scaled to controls: 0 for no effect and ±100 for the full control effect; nearly all actives have a fitted effect of over 65% in size
Target sequence (O75874 whole entry R132H, stated change not applied): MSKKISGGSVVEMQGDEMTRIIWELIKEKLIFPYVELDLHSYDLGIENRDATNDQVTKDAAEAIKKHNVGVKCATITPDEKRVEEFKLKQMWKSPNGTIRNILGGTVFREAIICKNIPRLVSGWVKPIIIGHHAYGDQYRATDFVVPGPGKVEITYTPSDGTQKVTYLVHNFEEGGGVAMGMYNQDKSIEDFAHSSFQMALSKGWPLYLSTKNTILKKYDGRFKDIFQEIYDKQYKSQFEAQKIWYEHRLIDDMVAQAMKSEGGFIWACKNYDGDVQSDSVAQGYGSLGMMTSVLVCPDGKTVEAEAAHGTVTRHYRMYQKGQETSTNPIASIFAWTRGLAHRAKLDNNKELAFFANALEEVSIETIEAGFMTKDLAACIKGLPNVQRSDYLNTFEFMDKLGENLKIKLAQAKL
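IDH1-R132H (0.5 ug/mL) preincubated 30 min with compound, then NADPH (0.016 mM) and alpha-KG (2 mM) added; 80 min at RT, pH 7.5. Remaining NADPH coupled via diaphorase/resazurin to fluorescence (540/590 nm); concentration-response curves normalized to no-enzyme control.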
RGS4 inhibitor: inhibitors of human regulator of G protein signaling 4; P49798; Transcreener GDP fluorescence polarization, RGS4-accelerated GTP hydrolysis; Potency, µM (top dose mostly 114 µM), for the others: top-dose activity change, negative = inhibition, most hits filed as inhibitors; 390,000 compounds, 0.039% hits; AID 504845; also: % is scaled to controls: 0 for no effect and ±100 for the full control effect; nearly all actives have a fitted effect of over 75% in size; some results filed as inactive show a strong effect at the top dose
Target sequence (P49798 whole entry, looked up): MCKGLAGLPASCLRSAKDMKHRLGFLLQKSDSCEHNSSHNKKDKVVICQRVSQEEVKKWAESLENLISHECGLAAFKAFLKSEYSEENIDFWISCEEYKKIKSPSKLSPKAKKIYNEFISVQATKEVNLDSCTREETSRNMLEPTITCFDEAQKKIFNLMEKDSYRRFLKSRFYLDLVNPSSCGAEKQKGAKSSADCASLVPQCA
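MLSMR compounds (23 nl, pin-transferred) preincubated 10 min at room temperature with a 500nM (2x) first reagent, then RGS4 at 900nM (2x) plus Transcreener GDP mix added; fluorescence polarization (620/688 nm) read before and after 90 min at 30 °C.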
USP1 inh: inhibitors of human USP1/UAF1 deubiquitinase. recombinant USP1/UAF1, Ub-Rhodamine cleavage fluorescence. Potency, µM (titrated, usually from 57.1 µM), inactives show at the top dose activity change, negative = inhibition, usual class: inhibitors. 390,000 compounds, 0.23% hits; also: % is scaled to controls: 0 for no effect and ±100 for the full control effect; nearly all actives have a fitted effect of over 60% in size; inactives centre near -12
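High-throughput fluorogenic screen: 1nM USP1/UAF1 complex, Ub-Rho substrate 150nM final, 50mM HEPES pH 7.8 with 0.5mM EDTA, 0.1 mg/ml BSA, 1mM TCEP and 0.01% Tween-20.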
* marks the source's active call; other numbers are inactive results; u = inconclusive; x = no result given; & = joins results of further samples; [ ] = dose if it differs, or a comment. Calls follow the shape of the dose curve; as a rule, active = well fitted curve in the direction sought with a large enough effect; inconclusive = small, poorly fitted or top-dose-only effect, or another doubt; inactive = no such curve, though single readings can be large; an effect the other way counts as inactive or inconclusive. Potency is read from the fitted curve at half-maximal effect.

item | SMILES | Vif-APOBEC3G blk | ALOX12 inh | TrxR1 substrate | rTrxR1 inhibitor | RXFP1 ag | Vif-APOBEC3F blk | IDH1 R132H inh | RGS4 inhibitor | USP1 inh
1 | Cc1ccc(NC(=O)CC2C(=O)NCCN2C(=S)Nc2ccccc2)c(C)c1 (stereo not given) | 1% | -26% | -7% | -5% | 0.5% | -3% | 2% | -21% | -16%
2 | N=c1c2c3c(sc2nc2n1CCCCC2)CCCC3 | -1% | 0% | -7% | -2% | 2.4% | 5% | 3% | -10% | -28%
3 | CCn1c(C)nc2cc(C(=O)NNC(=S)Nc3ccc(C)cc3)ccc21 | -3% | 0% | 9% | 14% | -1.4% | 0% | -4% | -24% | -22%
4 | COc1cccc(OCCOc2ccccc2OC(C)C)c1 | -4% | 115%[activator] | 5%[57.1 µM] | 12%[57.1 µM] | 0.3% | -1% | 4% | -17% | -20%
5 | COc1cccc(NC(=O)Nc2cccc(C)n2)c1 | 1% | 22% | -3% | 11% | -1.4% | 0% | 0% | 0% | -13%
6 | Cc1ccc(NC(c2ccc(Cl)cc2)c2nnc(-c3cccc(F)c3)o2)cc1C (stereo not given) | -2% | -13% | 5% | 12% | -0.1% | 1% | 6% | 5% | -20%
7 | COc1ccc(CNc2nc(NCc3ccc(OC)cc3)c3[nH]cnc3n2)cc1 | -23% | 2% | 13%[57.1 µM] | 30%[57.1 µM] | -1.8% | -2% | 2% | 9% | 21%
8 | Cc1cccc(Oc2nc3c(c(=O)n(C)c(=O)n3C)n2C)c1C | 4% | 10% | 3% | 39%[activator] | -0.8% | 0% | 17% | -2% | -11%
9 | CC(C)CN1C(=O)/C(=C(/C#N)C(=O)NC2CCCCC2)c2ccccc21 | 4% | 3% | -1% | -6% | 3.6% | -11% | -3% | u | -27%
10 | Cc1ccccc1-n1ncc2c1CC(C)(C)CC2NC(=O)CN1CCCC1=O (stereo not given) | -1% | 0% | -12% | -10% | -1.4% | 5% | -5% | 11% | -1%
11 | Cc1ccc(NC(=O)C2CC(=O)NC(N3CCc4ccccc43)=N2)cc1 (stereo not given) | -8% | 11% | -1% | 29%[57.1 µM] | -0.1% | 1% | 13% | -4%[11.4 µM] | -16%
12 | O=C(COC(=O)c1cccc(Cl)c1)NC(=O)NCc1ccccc1 | 0% | 254%[activator] | 0% | 13% | x | -21% | 2% | 9% | -3%
13 | Cc1ccccc1N1CC(C(=O)N2CCCCCC2)CC1=O (stereo not given) | 1% | -5% | -3% | 7% | 3.1% | 3% | -2% | -14% | -21%
14 | CC(C)c1onc(C(=O)NC2CCCCC2)c1[N+](=O)[O-] | -7% | -9% | 4% | 14% | -1.6% | -9% | 0% | -25% | -3%
15 | CC(C)(C)CC(=O)Nc1nn[nH]n1 | 1% | -23% | -9% | -2% | 1.1% | -1% | 2% | 0% | -1%
16 | Cc1cccc(C(=O)Nc2nnc(S(=O)(=O)N3CCC(C)CC3)s2)c1 | 4%&5% | -5%&-10% | -5%&3% | 6%&35% | u | 3%&5% | 21%&44% | -17%&10% | -18%&-11%
17 | COc1cc(OC)cc(-c2nnc(N(C)C(=O)c3ccncc3)s2)c1 | -7% | 98%[activator] | 0% | -1% | -0.6% | 1% | 2% | -37% | -23%
18 | O=C(CSc1ccc2nnc(CCNC(=O)c3ccc(F)cc3)n2n1)NCc1ccco1 | -3% | 12% | -6% | -28% | 14% | -7% | 1% | 19% | -7%
19 | Cc1ccc(N(CN2C(=O)NC(C)(C)C2=O)CN2C(=O)NC(C)(C)C2=O)cc1 | -8% | 3% | 1% | 5% | 2.2% | -8% | 4% | -22%[56.9 µM] | -20%
20 | CCc1ccc(NC(=O)CSc2nc(=O)n(Cc3cccnc3)c3c2CCC3)cc1 | -2% | -25% | 3%[57.1 µM] | 11%[57.1 µM] | 0.3% | -9% | -1% | 8% | -20%
21 | COc1ccc(CCNC(=O)CSc2nnc(CNC(=O)c3c(F)cccc3Cl)o2)cc1OC | -7% | -20% | -2% | 13% | 0.1% | -7% | -8% | 9% | -22%
22 | NC(=O)c1ccc(-c2nnn(CC(=O)Nc3cccc(S(=O)(=O)N4CCCC4)c3)n2)cc1 | 0% | u | -1% | 6% | 0.2% | 13% | -6% | 23% | -11%
23 | O=C1CCN(S(=O)(=O)c2ccccc2)CCN1CCOCc1ccc(F)cc1 | 7% | -9% | 4% | 10% | 0.7% | 11% | 14% | -16% | -2%
24 | COCCNC(=O)CSc1nc(-c2ccccc2)[nH]c1-c1ccc(OC)cc1 | 2% | -4% | 28% | 14% | -8.0% | 5% | -5% | 15% | 6%
25 | CC1CCc2nn(CC(=O)Nc3ccc(F)cc3F)cc2C1 (stereo not given) | -5% | -4% | 3%[57.1 µM] | 8%[57.1 µM] | 0.5% | 6% | 1% | -17% | -8%
26 | CC1C(Br)C(=O)NC(=O)N1Cc1ccccc1 (stereo not given) | 1% | 0% | 9%[57.1 µM] | 31%[57.1 µM] | -1.2% | 1% | 18% | 22% | -3%
27 | COc1cccc(-c2c(-c3cc(OC)cc(OC)c3)n(C)c3ccc(-c4cnc(OC)nc4)cc23)c1 | -10% | -1% | 57%[activator][57.1 µM] | 78%[activator][57.1 µM] | 1.0% | -4% | 0% | 17% | -14%
28 | CC(C)C[C@H](NC(=O)c1[nH]cnc1C(=O)Nc1ccccc1F)C(=O)OC(C)(C)C | -13% | 1% | x | x | x | -2% | -4% | x | -6%
29 | Cc1ccc(S(=O)(=O)N(Cc2nc(-c3cccc(C)c3)no2)C2CCCCC2)cc1 | 1% | -23% | 1% | 28% | -0.5% | 3% | -5% | 16% | u
30 | CCOc1ccccc1NC(=O)CN(CCc1ccccc1)S(=O)(=O)c1ccc(C)cc1 | 3% | 1% | -5% | 14% | 0.0% | -9% | 14% | 13% | -21%

Rewritten with two lines to a compound: entries from further up.
Order of values: Vif-APOBEC3G blk	ALOX12 inh	TrxR1 substrate	rTrxR1 inhibitor	RXFP1 ag	Vif-APOBEC3F blk	IDH1 R132H inh	RGS4 inhibitor	USP1 inh
9: CC(C)CN1C(=O)/C(=C(/C#N)C(=O)NC2CCCCC2)c2ccccc21
 : 4%	3%	-1%	-6%	3.6%	-11%	-3%	u	-27%
10: Cc1ccccc1-n1ncc2c1CC(C)(C)CC2NC(=O)CN1CCCC1=O (stereo not given)
 : -1%	0%	-12%	-10%	-1.4%	5%	-5%	11%	-1%

Next part.
item | SMILES | Vif-APOBEC3G blk | ALOX12 inh | TrxR1 substrate | rTrxR1 inhibitor | RXFP1 ag | Vif-APOBEC3F blk | IDH1 R132H inh | RGS4 inhibitor | USP1 inh
31 | CC1(C)OC(=O)N(c2ccccc2)C12C=Cc1c(ccc3ccccc13)O2 (stereo not given) | 5% | 114%[activator][57.4 µM] | 2% | 0% | -0.8% | 0% | -6% | 1%[11.4 µM] | -6%
32 | O=[N+]([O-])c1ccc(Cl)cc1NCCCN1CCOCC1 | 2% | -16% | -9% | 5% | 1.1% | 2% | 2% | 9% | -12%
33 | Cc1c(C#N)c2ccccc2n1CC(=O)N1CCCC1 | 0% | 0% | 4% | 10% | -0.4% | x | 3% | u | -15%
34 | Cn1c(CNC(=O)OC(C)(C)C)n[nH]c1=S | -1% | u | 5% | -14% | 1.7% | -1% | 6% | -10% | -10%
35 | COc1ccc2[nH]c(C(=O)N3CCCN(Cc4ccc(F)cc4)CC3)cc2c1 | 1% | 0% | 30%[activator] | -23% | 0.0% | 8% | -3% | 16% | -13%
36 | Cc1c(O)c(C)c2c(c1O)C(=O)C[C@@H](c1ccccc1)O2 | -4% | -3% | 5% | 11% | 2.5% | -2% | -12% | 15% | -21%
37 | CCCC(=O)Nc1ccc(NC(=O)Cc2ccccc2)cn1 | 3% | -2% | -4% | 3% | 0.8% | x | 1% | 12% | -1%
38 | Cc1cc2c(OCC(O)CN3CCCC3)cccc2[nH]1 (stereo not given) | 0% | 5% | -4%[57.1 µM] | 41%[activator][57.1 µM] | 0.3% | 4% | 10% | -21% | -5%
39 | CCOc1cccc(C(=O)Nc2cccc(-c3nnc(-c4ccccc4)o3)c2)c1 | 2% | -6% | 11% | 9% | -0.6% | -13% | -1% | -25% | 4%
40 | CC(C)CNC(=O)COC(=O)c1cc(Cl)cc(Cl)c1N | 5% | 0%[57.4 µM] | 49%[activator] | -12% | 1.1% | -7% | -3% | 17% | -13%
41 | O=C(CCc1nc2ccccc2c(=O)[nH]1)OCc1ccc(Cl)cc1Cl | 0% | -18% | -5% | 0%[57.1 µM] | 6.2% | -5% | 4% | -1% | -9%
42 | COc1ccc(C(C)=O)cc1COC(=O)c1cccnc1SC | -2% | -1% | 10%[57.1 µM] | u | 2.8% | -4% | 0% | -21% | 5%
43 | Cc1ccc(C(=O)N(Cc2ccco2)Cc2sccc2C)cc1 | -6% | u | 3% | u | -0.2% | -1% | -3% | 9% | -29%
44 | COc1ccc(S(=O)(=O)N(CC(=O)N/N=C/c2ccccc2C(=O)O)c2ccccc2OC)cc1 | 1% | -14% | -11% | -14% | -0.4% | 9% | -13% | 34%[11.4 µM] | -3%
45 | Cn1c(SCC(=O)NCC2CCCO2)nnc1-c1ccc(Cl)cc1 (stereo not given) | 0% | 25% | 1% | 21% | 0.0% | 0% | 3% | 41% | -14%

A portion of the library; the hit share may differ from the screen's.
